Growth percent in the NCI-60 one-dose screen (48 h, 10 µM unless noted): 100 = growth as untreated, 0 = no growth, -100 = all killed.
HL-60(TB): HL-60(TB) leukemia cells | 78,000 compounds, 9% hits | AID 1794776; active = growth percent below 10
* = called active by the depositor; & = joins results of further samples; [ ] = another dose, or the depositor's remark.

Results for O=C1Nc2ccccc2C12N=C(NO)c1ccccc1N2 (configuration not stated) ?
HL-60(TB): 91.7

How did CC(=O)c1sc2c(c1OC(=O)c1ccc(Cl)cc1Cl)c(=O)n(-c1ccccc1)c(=S)n2-c1ccccc1 do in these assays?
HL-60(TB): -31.9*

Results for O=C1c2ccccc2C(=O)N1c1cccc2ccccc12 ?
HL-60(TB): 151.8

Results for Cc1nn(-c2ccc(F)cc2)c(C)c1N=Nc1ccc(Br)cc1 ?
HL-60(TB): 76.4

Results for CC1CN1C(=O)Nc1ccc(Cc2ccc(NC(=O)N3CC3C)cc2)cc1 (configuration not stated) ?
HL-60(TB): 97.8

Results for COc1cc2c(cc1OC)C1=NN(C(=O)Nc3ccc(C)cc3C)C(c3ccc(F)cc3)C1C2 (configuration not stated) ?
HL-60(TB): 89.8

Results for O=C(CNC(=O)Cn1c(=O)[nH]c2ccccc2c1=O)N=Nc1c(O)[nH]c2ccccc12 ?
HL-60(TB): 97.3

Results for CCCCCCCCCCOC(=O)Nc1cccc2ccccc12 ?
HL-60(TB): 103.7

Results for COc1ccc(Cl)cc1Nc1nc(C(F)(F)F)ccc1C(=O)N/N=C/c1ccc(N(C)C)cc1 ?
HL-60(TB): 85.4

What do the screens show for `O=C1/C(=C\c2c[nH]c3ccccc23)c2ccccc2N1c1c(Cl)cccc1Cl`?
HL-60(TB): -7.8*

How did O=NN(CC(=O)NNc1ccccc1)CC(=O)NNc1ccccc1 do in these assays?
HL-60(TB): 31.6

How did COc1ccc(/C=C2\Sc3ccc(C)cc3C2=O)cc1 do in these assays?
HL-60(TB): 78.5

What do the screens show for `CCCn1cc2c(=O)nc3sc(Cc4ccc(C)cc4)c(C)n3c2n1`?
HL-60(TB): 94.6

How did CCCN1C(=O)N(CCC)C2C1NN=c1s/c(=C\C(=O)OCC)c(=O)n12 (configuration not stated) do in these assays?
HL-60(TB): 101.9

Results for Cc1cc(=O)oc2cc(OCCCOc3ccc(/C=C/C(=O)Nc4ccccc4F)cc3)ccc12 ?
HL-60(TB): 96.0

Results for O=[N+]([O-])c1ccc(-c2nnc(Nc3ccc(C(F)(F)F)cc3)o2)cc1 ?
HL-60(TB): 89.1

Results for [2H]c1c([2H])n([C@@H]2O[C@H](COC(C)=O)[C@@H](OC(C)=O)[C@H]2OC(C)=O)c(=O)[nH]c1=O ?
HL-60(TB): 106.3

How did CC(=O)NCC(=O)Nc1ccc(-c2nnc3ccccn23)nc1.CC(=O)NCC(=O)Nc1ccc(-c2nnc3ccccn23)nc1.[Pt+2] do in these assays?
HL-60(TB): 109.3

What do the screens show for `CN(C)CCCNC(=O)c1cncnc1Nc1ccc(OCc2cccc(F)c2)c(Cl)c1`?
HL-60(TB): -60.7*

How did COc1ccc(/C=C/C(=O)Nc2ncnc3nc[nH]c23)cc1 do in these assays?
HL-60(TB): 78.8

The final seven entries of the section before come first, to join the parts.
How did CCCN1C(=O)N(CCC)C2C1NN=c1s/c(=C\C(=O)OCC)c(=O)n12 (configuration not stated) do in these assays?
HL-60(TB): 101.9

Results for Cc1cc(=O)oc2cc(OCCCOc3ccc(/C=C/C(=O)Nc4ccccc4F)cc3)ccc12 ?
HL-60(TB): 96.0

Results for O=[N+]([O-])c1ccc(-c2nnc(Nc3ccc(C(F)(F)F)cc3)o2)cc1 ?
HL-60(TB): 89.1

Results for [2H]c1c([2H])n([C@@H]2O[C@H](COC(C)=O)[C@@H](OC(C)=O)[C@H]2OC(C)=O)c(=O)[nH]c1=O ?
HL-60(TB): 106.3

How did CC(=O)NCC(=O)Nc1ccc(-c2nnc3ccccn23)nc1.CC(=O)NCC(=O)Nc1ccc(-c2nnc3ccccn23)nc1.[Pt+2] do in these assays?
HL-60(TB): 109.3

What do the screens show for `CN(C)CCCNC(=O)c1cncnc1Nc1ccc(OCc2cccc(F)c2)c(Cl)c1`?
HL-60(TB): -60.7*

How did COc1ccc(/C=C/C(=O)Nc2ncnc3nc[nH]c23)cc1 do in these assays?
HL-60(TB): 78.8

What do the screens show for `COc1cccc2cc(-c3cc4ccccc4[nH]3)/c(=N/C(=S)Nc3ccccc3)oc12`?
HL-60(TB): 101.0

Results for Cc1ccc(N=C=O)cc1N1C(=O)N(c2cc(N=C=O)ccc2C)C1=O ?
HL-60(TB): 91.4

Results for BrCc1ccc(CCCc2ccc(CBr)cc2)cc1 ?
HL-60(TB): 105.0

Results for COc1ccc(/C=C2\N=C3SC=C(/N=c4\scc(-c5ccccc5)n4-c4ccccc4)N3C2=O)cc1 ?
HL-60(TB): 96.4

Results for Cc1[nH]c(C(=O)Nc2ccc(C(N)=O)cc2OC2CCNCC2)c(Cl)c1Cl ?
HL-60(TB): 88.9

What do the screens show for `CCCc1cc2c(cc1CN(Cc1cc3c(cc1CCC)OCO3)C(=N)OCC)OCO2`?
HL-60(TB): 105.0

Results for Cc1ccc(Cn2c(-c3nonc3N)nc3ccccc32)cc1 ?
HL-60(TB): 71.8

What do the screens show for `CC1=C(C(=O)N(Cc2ccccc2)Cc2ccccc2)C(c2ccc(Cl)cc2)NC(=O)N1` (configuration not stated)?
HL-60(TB): 59.9

Results for Cn1c(=O)c2[nH]c(N/N=C/c3ccc(Br)cc3)nc2n(C)c1=O ?
HL-60(TB): 90.6

Results for CC1(C)C2=C(C(=O)N1Cc1ccccc1)C(c1ccco1)N(C(=O)C1CCC1)CCN2 (configuration not stated) ?
HL-60(TB): 99.1

What do the screens show for `COc1cc(Cn2cc(F)c(=O)[nH]c2=O)cc(OC)c1`?
HL-60(TB): 104.4[50 µM]

How did COc1ccc(CC(C)NCc2ccccc2)cc1OC (configuration not stated) do in these assays?
HL-60(TB): 113.3

Results for COc1cc([C@@H](CCO)C[C@H](C)c2ccc3ccccc3c2)cc(OC)c1OC ?
HL-60(TB): 6.1*

How did NC(=S)N/N=C/c1ccccc1N do in these assays?
HL-60(TB): 97.4

What do the screens show for `O=c1cc(-c2sc(N3CCCCC3)nc2-c2ccccc2)c2cc(Cl)ccc2o1`?
HL-60(TB): 94.7

What do the screens show for `CC(=O)Nc1c(I)c(NC(C)=O)c(I)c(C(=O)O)c1I`?
HL-60(TB): 95.8&92.4

Results for N#Cc1c(-c2ccccc2)cc(-c2ccccc2)n(CCCCCC(=O)Nc2ccccc2N)c1=O ?
HL-60(TB): 2.7*

Results for Brc1ccc(Nc2nc3ccccc3s2)cc1 ?
HL-60(TB): 93.0

How did C#C[C@]1(O)CC[C@@H]2C3[C@H](C)CC4=C(CCC(=O)C4)[C@H]3CC[C@@]21C (some centres not stated) do in these assays?
HL-60(TB): 89.4

How did O=c1c2c3c(sc2n2c(CN4CCOCC4)nnc2n1Cc1ccccc1)CCCC3 do in these assays?
HL-60(TB): 82.5

An excerpt of the results above, for reference:
What do the screens show for `COc1cccc2cc(-c3cc4ccccc4[nH]3)/c(=N/C(=S)Nc3ccccc3)oc12`?
HL-60(TB): 101.0

Results for Cc1ccc(N=C=O)cc1N1C(=O)N(c2cc(N=C=O)ccc2C)C1=O ?
HL-60(TB): 91.4

Results for BrCc1ccc(CCCc2ccc(CBr)cc2)cc1 ?
HL-60(TB): 105.0

Results for COc1ccc(/C=C2\N=C3SC=C(/N=c4\scc(-c5ccccc5)n4-c4ccccc4)N3C2=O)cc1 ?
HL-60(TB): 96.4

(listing goes on)
What do the screens show for `N#CC1=C(Nc2ccccc2Cl)SC2(CCCC2)NC1=O`?
HL-60(TB): 97.6

How did O=C(NC(Cc1ccccc1)c1nnc2n(Cc3ccccc3)c(=O)c3c4c(sc3n12)CCCC4)c1ccccc1 (configuration not stated) do in these assays?
HL-60(TB): 92.9

Results for CCC1CN1P(=O)(OCCOC)N1CC1CC (configuration not stated) ?
HL-60(TB): 118.7

How did c1cnc2[nH]cc(-c3csc(-c4cn(CCN5CCCCC5)c5ccccc45)n3)c2c1 do in these assays?
HL-60(TB): 57.2

What do the screens show for `CC1(C)NC2=C(C(Nc3cccnc3)N1)C(c1ccc(Cl)cc1)C(C(=O)c1ccc(N=[N+]=[N-])cc1)O2` (configuration not stated)?
HL-60(TB): 112.1

Results for COC(=O)C(C)NP(=O)(N1CC1)N1CC1 (configuration not stated) ?
HL-60(TB): 107.3

How did COc1ccc(C/C(C)=C(\c2ccc(Cl)cc2)c2ccc(OCCCN(C)C)cc2)cc1 do in these assays?
HL-60(TB): 69.9

How did Cn1c(=O)[nH]c2c(cnn2C)c1=O do in these assays?
HL-60(TB): 96.8

Results for CSc1nc(N)c(NS(=O)(=O)c2ccc(C(C)=O)cc2)c(=O)[nH]1 ?
HL-60(TB): 108.5

Results for COc1ccc(-c2n[nH]nc2-c2cc(OC)c3c(c2)OCO3)cc1 ?
HL-60(TB): -38.2*

Results for O=C(Cn1nnc2ccccc21)N/N=C/c1ccccc1F ?
HL-60(TB): 106.6

Results for Cc1ccc(NC(=S)/N=C/c2c(O)[nH]c(=O)[nH]c2=O)c(C)c1 ?
HL-60(TB): 88.9

What do the screens show for `O=C(O)CN1C(=O)S/C(=C\C(Cl)=C\c2ccc([N+](=O)[O-])cc2)C1=O`?
HL-60(TB): 101.4

How did O=C(O)c1ccccn1 do in these assays?
HL-60(TB): 88.8

How did COC(=O)c1ccc2c(c1)NC(c1cc3ccccc3[nH]c1=O)c1c(n[nH]c1C(C)(C)C)N2 (configuration not stated) do in these assays?
HL-60(TB): 94.5

What do the screens show for `O=C(NCCCl)c1cccc(F)c1`?
HL-60(TB): 97.7

How did Cc1c(-c2ccccc2)c(-c2ccccc2)c(C)n1-c1ccc(F)cc1 do in these assays?
HL-60(TB): 66.8

How did COc1ccc(-n2c(-c3ccccc3)c(-c3ccccc3)c3c(SCC(=O)N/N=C/c4ccc(N(C)C)cc4)ncnc32)cc1 do in these assays?
HL-60(TB): 107.1

What do the screens show for `CCCCCCCOC(C)=O`?
HL-60(TB): 108.9

How did Cc1ccc(NC(=O)CSc2nnc(-c3ccc(NC(=O)c4cccnc4)cc3)o2)cc1 do in these assays?
HL-60(TB): 99.2

Results for C(=N/N=C(N/N=C/c1cccs1)N/N=C/c1cccs1)/c1cccs1 ?
HL-60(TB): 36.0

How did Cc1ccc2nc(NC(=O)CSc3nc(-c4ccccc4)c(C(=O)O)c(=O)[nH]3)sc2c1 do in these assays?
HL-60(TB): 101.3

What do the screens show for `Clc1cc(Cl)c(Cl)c(-c2nnc3sc(-c4ccncc4)nn23)c1`?
HL-60(TB): 94.7

Results for Cc1c(C(=O)NO)sc2ncnc(Nc3ccc(Cl)cc3)c12 ?
HL-60(TB): 104.9

Results for CC1=CSC2=NC(c3ccc(Cl)c(Cl)c3)=CC(c3ccc(Cl)cc3)N12 (configuration not stated) ?
HL-60(TB): 47.7

What do the screens show for `FC(F)(F)Oc1cccc(C2=CN=C3SC(Cc4cccnc4)=NC23)c1` (configuration not stated)?
HL-60(TB): 50.2

What do the screens show for `O=C1C2C(C(=O)N1CC[Se][Se]CCN1C(=O)C3C(C1=O)[C@H]1C=C[C@@H]3C1)[C@H]1C=C[C@@H]2C1` (some centres not stated)?
HL-60(TB): -54.7*

What do the screens show for `c1ccc(-c2nc3sc(C(c4ccccc4)c4ccccc4)nn3c2-c2ccccc2)cc1`?
HL-60(TB): 112.0

Results for O=C(/C=C/C=C/c1ccc2c(c1)OCO2)NN=C(c1ccc(F)cc1)c1ccc(F)cc1 ?
HL-60(TB): 99.6

How did COC(=O)CC(=O)c1cccc([N+](=O)[O-])c1 do in these assays?
HL-60(TB): 93.2

How did COCCNC(C(=O)c1ccccc1)c1ccccc1 (configuration not stated) do in these assays?
HL-60(TB): 103.1

Results for O=C1OCC/C1=N/O ?
HL-60(TB): 103.0

Results for CCOC(=O)/C(C#N)=C\N1CCN(C(=O)CCCl)c2ccccc21 ?
HL-60(TB): 108.4

Results for CN1CCN(CCOc2ccc(-c3cnc4c(-c5ccccc5F)cnn4c3)cc2)CC1 ?
HL-60(TB): -30.2*

What do the screens show for `C[C@]12CC[C@H]3[C@@H](CC=C4c5nc(Cc6ccccc6)sc5CC[C@@]43C)[C@@H]1CC[C@@H]2O`?
HL-60(TB): 98.9

How did COc1ccc(/C=C/C(=O)c2cc(S(=O)(=O)N(CCCl)CCCl)c(OC)cc2OC)cc1 do in these assays?
HL-60(TB): 94.8

What do the screens show for `C[C@@H](C[C@H](CCO)c1ccccc1)c1cc2ccccc2o1`?
HL-60(TB): 88.4

Results for CN(C)C(Cc1ccc(Cl)cc1)c1ccccc1 (configuration not stated) ?
HL-60(TB): 79.0

Results for CCOC(=O)c1ccc(Nc2nc(NN)nc(-c3ccccc3)c2C#N)cc1 ?
HL-60(TB): 95.1

How did CC(=O)N(C)c1ccc(N)cc1 do in these assays?
HL-60(TB): 70.9

Results for CC1(O)c2ccccc2-c2ccccc21 ?
HL-60(TB): 97.5

What do the screens show for `C=CCn1c(C)nc2ccc(Nc3nc(Sc4ccc(N)cc4)nc4ccccc34)cc21`?
HL-60(TB): 98.8

Results for Cc1ccc(-n2nc3c(c(C#N)c2=O)CC(c2ccccc2[N+](=O)[O-])C([N+](=O)[O-])=C3O)cc1 (configuration not stated) ?
HL-60(TB): 91.6

Results for O=[N+]([O-])c1ccc(/C=[N+](\[O-])CCO)o1 ?
HL-60(TB): 100.8

Results for CCc1nc(C#N)c(N2CCC(c3nc(-c4ccccc4OC)no3)CC2)o1 ?
HL-60(TB): 101.1

What do the screens show for `O=C(c1ccccc1)N(CCCl)C(=O)N(CCCl)C(=O)c1ccccc1`?
HL-60(TB): 90.6

Results for CCOC(=O)c1cnn2c(-c3ccc(Cl)cc3)nc(N3CCCC3)nc12 ?
HL-60(TB): 64.2

What do the screens show for `O=S(=O)(Nc1ccccn1)c1ccc(Cl)cc1`?
HL-60(TB): 114.7

How did COc1ccc(OC)c(NCCN2C(=O)c3ccccc3C2=O)c1 do in these assays?
HL-60(TB): 96.4

Results for CC(O)CNC(=O)Nc1ccccc1 (configuration not stated) ?
HL-60(TB): 130.7

How did CCC(C(=O)OC)C(=O)c1ccccc1 (configuration not stated) do in these assays?
HL-60(TB): 125.4

How did Fc1cc(-c2nnc3n2NC(=Nc2ccc(Cl)cc2Cl)CS3)c(Cl)cc1Cl do in these assays?
HL-60(TB): 58.6

How did N#CC1C(=O)NC(=O)C(C#N)C1CCc1ccccc1 (configuration not stated) do in these assays?
HL-60(TB): 97.4

What do the screens show for `COc1ccc(-c2nc3sc(C)cn3c2/C=C/C(=O)c2cc(OC)c(OC)c(OC)c2)cc1`?
HL-60(TB): 55.9

Results for COc1ccc(N)cc1N ?
HL-60(TB): 127.7

How did Cc1ccc(C)c(N=NC(C#N)C#N)c1 do in these assays?
HL-60(TB): 109.7

What do the screens show for `CCCN(CCC)c1cc(=O)nc2ccccn12`?
HL-60(TB): 97.2

This is a subset, so the mix of outcomes need not match the whole.
